From PubChem
GalR3 antag = antagonists of human GalR3; 360,000 tested, 0.44% active; HEK293 GalR3-CNG cAMP membrane potential fluorescence; galR3 body fused to GalR1 C-terminus; inhibition, % at 3 µM; O60755;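 active = inhibition above the screen-wide average plus 3 SD, cut at about 13% in these data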;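 also: forskolin and galanin both at EC90 stimulate the cells; cAMP rise reported by CNG channel membrane potential dye signal; 0% = forskolin plus galanin with DMSO and 100% = forskolin alone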
Target sequence (O60755 1-299 limits assumed): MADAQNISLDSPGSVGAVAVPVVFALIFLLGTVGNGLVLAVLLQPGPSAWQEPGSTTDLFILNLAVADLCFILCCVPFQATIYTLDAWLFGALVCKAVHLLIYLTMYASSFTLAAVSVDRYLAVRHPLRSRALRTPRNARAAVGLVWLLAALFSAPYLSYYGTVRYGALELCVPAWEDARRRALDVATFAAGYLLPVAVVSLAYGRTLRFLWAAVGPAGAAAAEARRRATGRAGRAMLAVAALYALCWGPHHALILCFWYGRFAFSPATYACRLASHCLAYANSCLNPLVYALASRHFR
* marks the source's active call; other numbers are inactive results. These rows are one share of the data; rates above refer to the full screens.

GalR3 antag | structure
-5 | Cc1cccc(N2CC(C(=O)OCC(=O)c3c(N)n(CC(C)C)c(=O)n(C)c3=O)CC2=O)c1C (centres undefined)
-3 | Cc1ccc(CN2CC(C(=O)N3CCN(S(=O)(=O)c4ccccc4)CC3)CC2=O)cc1 (centres undefined)
-1 | COC(=O)C[C@@H]1C[C@H]2c3cc(NC(=O)Nc4ccccc4F)ccc3O[C@H]2[C@@H](CO)O1
-1 | Cc1ccc(C)c(N2CCN(C(C(=O)NC3CCCC3)C(C)C)CC2)c1 (centres undefined)
-5 | N#CC(CC(=O)OCc1ccccc1)NC(=O)OCc1ccccc1 (centres undefined)
-5 | O=c1oc2ccccc2c(=O)c2ccccc12
0 | Cn1c(=O)c2c(nc(OC3CCCC3)n2C)n(C)c1=O
-8 | CCOC(=O)C1=C[C@@H](C(C)(C)C)N(S(=O)(=O)c2ccc(OC)cc2)[C@H]1c1ccccc1
-7 | O=C(CCNC(=O)c1ccccc1Cl)Nc1ccc2c(c1)OCCO2
6 | CCOC1=C2[C@@H](CN(S(=O)(=O)c3ccc(C)cc3)[C@H]2c2ccccc2)[C@H]2C(=O)N(c3ccccc3)C(=O)[C@H]2C1
-5 | CCN(C)C1CN(Cc2cn(Cc3cc(C)cc(C)c3)nn2)S(=O)(=O)C1 (centres undefined)
-8 | CCOC(=O)[C@]12CCCC=C1N(Cc1ccc3c(c1)OCO3)C(=O)[C@H](CC(=O)NCCCOC)C2
-3 | COC(=O)c1ccc(-c2nc(CN3CCN(C(=O)c4ccco4)CC3)c(C)o2)cc1
-4 | O=[N+]([O-])c1cc(-c2ccccc2)cc([N+](=O)[O-])c1O
-1 | COc1ccc(NC(=O)c2cc(C3CCCCN3C(=O)c3ccc(C#N)cc3)on2)c(C)c1 (centres undefined)
-5 | Cc1cc2oc(=O)cc(CN3CCN(c4ccc(Cl)c(Cl)c4)CC3)c2cc1Cl
-7 | NC(=S)NN=C1C=CCCC1
-3 | O=C(CSc1nnc(-c2c[nH]c3ccccc23)n1C1CC1)NC1CCS(=O)(=O)C1 (centres undefined)
-8 | CCc1nc2c(OCc3ccc(C(=O)OC)cc3)cccn2c1N(C)C(=O)c1ccc(C)cc1
-5 | CCN(C(=O)COC(=O)/C=C/c1ccc(Cl)c(Cl)c1)c1c(N)n(Cc2ccccc2)c(=O)[nH]c1=O
1 | O=C(COC(=O)Cc1cccc(F)c1)NC(=O)NC1CCCCC1
-3 | CC[C@H](C)[C@@H](COC=O)NC(=O)[C@H]1O[C@@H](n2ccc(N)nc2=O)[C@H](O)[C@@H]1O
-6 | NCc1csc(Nc2cc(Oc3ccccc3)ncn2)n1
4 | CCN(CC(=O)Nc1cccc(F)c1)CC(=O)Nc1ccc2c(c1)OCCO2

Molecules shown so far that have nitrogen in an aromatic ring, in the order listed:
GalR3 antag | structure
-5 | Cc1cccc(N2CC(C(=O)OCC(=O)c3c(N)n(CC(C)C)c(=O)n(C)c3=O)CC2=O)c1C (centres undefined)
0 | Cn1c(=O)c2c(nc(OC3CCCC3)n2C)n(C)c1=O
-5 | CCN(C)C1CN(Cc2cn(Cc3cc(C)cc(C)c3)nn2)S(=O)(=O)C1 (centres undefined)
-3 | COC(=O)c1ccc(-c2nc(CN3CCN(C(=O)c4ccco4)CC3)c(C)o2)cc1
-1 | COc1ccc(NC(=O)c2cc(C3CCCCN3C(=O)c3ccc(C#N)cc3)on2)c(C)c1 (centres undefined)
-3 | O=C(CSc1nnc(-c2c[nH]c3ccccc23)n1C1CC1)NC1CCS(=O)(=O)C1 (centres undefined)
-8 | CCc1nc2c(OCc3ccc(C(=O)OC)cc3)cccn2c1N(C)C(=O)c1ccc(C)cc1
-5 | CCN(C(=O)COC(=O)/C=C/c1ccc(Cl)c(Cl)c1)c1c(N)n(Cc2ccccc2)c(=O)[nH]c1=O
-3 | CC[C@H](C)[C@@H](COC=O)NC(=O)[C@H]1O[C@@H](n2ccc(N)nc2=O)[C@H](O)[C@@H]1O
-6 | NCc1csc(Nc2cc(Oc3ccccc3)ncn2)n1

Further records follow.
GalR3 antag | structure
-5 | CCCC(=O)N1CCC1(C)C(=O)NS(=O)(=O)c1ccc(C#N)cc1 (centres undefined)
-5 | CN(c1cc(Cl)c2c(c1)OCO2)c1cc2c(c3c1ccn3C)C1CCC2C1 (centres undefined)
-5 | CCCCCCn1c(=O)n2n(c1=O)[C@@H]1CN(S(=O)(=O)c3ccc(C)cc3)C[C@]1(O)[C@@H](OC(=O)NCc1ccc(OC)c(OC)c1)C2
-4 | CNc1nc(NC)nc(NNC(=O)c2ccccc2)n1
-5 | Cc1nnc(NS(=O)(=O)c2ccc(N=Nc3ccc(N)nc3N)cc2)s1
-7 | CCOC(=O)[C@]12CCCC=C1N(Cc1cccc3ccccc13)C(=O)[C@H](CC(=O)NCc1ccc(OC)c(OC)c1)C2
-10 | Cc1cc(C)c2c(CN(C)Cc3ccccc3)cc(=O)oc2c1
-7 | CC(=O)c1cccc(Nc2ccc(C#N)cc2)c1
-10 | COC(=O)C1=C(C)N(Cc2ccc(Cl)cc2)C(=S)NC1c1ccc(Cl)cc1 (centres undefined)
-1 | O=C(c1[nH]c(C(F)(F)F)nc1-c1ccccc1)N1CCN(c2ccncc2)CC1
-4 | COc1ccc(NC(=O)C2(C)CCN2C(=O)Cc2ccc(Cl)cc2Cl)cc1OC (centres undefined)
-4 | Cc1ccc2nc(-c3ccc(CN4CCC5(CC4)CNc4ccccc45)cc3)c(-c3ccccc3)nc2c1
-7 | CCCNC(=O)C1(C)CCN(C(=O)c2cc(F)ccc2C)C1 (centres undefined)
-3 | C=CCN1[C@H](COCc2ccccc2)C=CS1(=O)=O
-5 | Cc1ccc(C(NC(=O)C2CCN(Cc3ccc(Cl)c(Cl)c3)CC2)c2ccccn2)cc1 (centres undefined)
-6 | O[C@@H]1C[C@H](c2ccc(Cl)cc2)N(CC2CCCCC2)C[C@H]1n1cc(C2CC2)nn1
-6 | C[C@H]1CN([C@@H](C)CO)S(=O)(=O)c2ccc(C#CC3(O)CCCC3)cc2O[C@@H]1CN(C)C(=O)Cc1cccnc1
-4 | O=C1CCCc2cc3c(cc21)CCCC3
-5 | COc1ccccc1C(CNC(=O)c1cccc(S(=O)(=O)N2c3ccccc3CC2C)c1)N(C)C (centres undefined)
-3 | O=c1[nH]c2cc3ccccc3cc2nc1-c1nnnn1C1CCCC1
2 | Cc1c(N(C)S(=O)(=O)c2ccc(Cl)c(C(=O)NCC(C)(C)N3CCOCC3)c2)c(=O)n(-c2ccccc2)n1C
3 | NC(CCc1ccccc1)c1csc(NC(=O)Nc2cccc(Cl)c2)n1 (centres undefined)
0 | CC(=Cc1ccccc1)C=C1SC(=S)N(CCCC(=O)Nc2ccc(C(=O)O)c(O)c2)C1=O
-5 | CN(CCc1ccccc1)C(=O)c1ccc(NC(=O)Cc2ccc(NC(=O)C3CCCN(S(=O)(=O)c4cccc([N+](=O)[O-])c4)C3)cc2)cc1 (centres undefined)
-4 | CC1CCCCC1NC(=O)CSc1nnc(C(F)(F)F)n1C (centres undefined)
0 | CC(C)C(NS(=O)(=O)c1ccccc1F)C(=O)OCC(=O)NCc1ccco1 (centres undefined)
0 | O=C(CNc1cccc(F)c1)Nc1cccc(S(=O)(=O)N2CCCCC2)c1
0 | C[C@H](O)[C@@H]1C(=O)N2CCc3ccc(-c4ccccc4)cc3[C@@H]2C[C@@H]1N(C)C(=O)NC1CCCCC1
-1 | NC(=O)c1ncn([C@@H]2O[C@H](C(=O)N[C@H](Cc3c[nH]c4ccccc34)C(=O)N3CCN(C(=O)N4CCCCC4)CC3)[C@@H](O)[C@H]2O)n1
2 | CC1(C(=O)NS(=O)(=O)c2cccs2)CCN1C(=O)CCc1ccc(Cl)cc1Cl (centres undefined)
-8 | CCC(CC)CN1CCC(CN2C(=S)NC[C@@H]2Cc2ccccc2)CC1
-5 | COc1ccccc1N1CCN(C2CCCN(C(=O)c3cc(C(C)C)on3)C2)CC1 (centres undefined)
-3 | O=C(NCCc1ccccc1F)C1C(=O)Nc2ccccc2C(=O)N1C1CCCCC1 (centres undefined)
-2 | OC1c2cc(Br)ccc2N=C2CCCCCN21 (centres undefined)
-9 | FC(F)(F)c1cc(Cl)c2nc(-c3ccc(Cl)cc3)c(Cc3ccccc3)n2c1
-7 | C[C@@H]1CN([C@@H](C)CO)C(=O)c2cc(-c3ccccc3F)cnc2O[C@H]1CN(C)Cc1cccc(F)c1
-7 | OCCCNc1ncnc2c1ncn2[C@H]1CN(C2CCCC2)C[C@@H](CO)O1
-8 | Cn1cc([C@]2(O)C(=O)Nc3ccc(OC(F)(F)F)cc32)c2ccccc21
3 | CC(C)c1ccccc1NC(=O)Nc1nnc([C@H]2C[C@H](O)[C@@H](CO)O2)s1
-3 | CC(=NOC(=O)c1ccc(I)cc1)c1nccs1
-3 | C[C@@H]1Cn2cnc(C(=O)N[C@@H](C)C(=O)OC(C)(C)C)c2C(=O)N1
-9 | Cc1noc(C)c1CSCC(=O)OCC(=O)Nc1ccc(OC(F)(F)F)cc1
-5 | CCOC(=O)C1(C)CCN1C(=O)c1cccs1 (centres undefined)
-1 | C=CCCC(=O)N1C[C@H]2CON(C)[C@H]2C[C@H]1c1cccc(Br)c1
-5 | CC1(C(=O)O)CCC2(C)CCC3(C)C(=CC(=O)C4C5(C)CCC(=O)C(C)(C)C5CCC43C)C2C1 (centres undefined)
-4 | CC(O)(c1ccccc1)c1nc(-c2ccc(F)c(Cl)c2)cs1 (centres undefined)
100* | CCCCC[C@@H](/C=C/C1C(=O)C=C[C@H]1C/C=C\CCCC(=O)O)OC(C)=O (some centres undefined)
3 | CC1(C)CC(=O)C=C(c2n[nH]nc2-c2ccccc2)C1
-4 | CCOC(=O)C1CCN(C(=O)COC(=O)c2cccc(NS(=O)(=O)c3ccccc3)c2)CC1
5 | Cc1ccc(S(=O)(=O)NN=C2C(=O)C3CCC2C3Cl)cc1 (centres undefined)
-3 | CCOC(=O)[C@]12CCC=C1N(Cc1ccc3c(c1)OCO3)C(=O)[C@H](CC(=O)NCCCCc1ccccc1)C2
-3 | CC1CCC2(CC1)NC(=O)N(NC(=O)C1CCN(C(=O)c3ccc(Cl)cc3)CC1)C2=O (centres undefined)
-9 | CC1(C(=O)Nc2ccc3c(c2)OCO3)CCN1C(=O)Cc1ccc(-c2ccccc2)cc1 (centres undefined)
-5 | Cc1cnc(CNC(=O)c2csc(COCCO)n2)cn1
-6 | COC(=O)[C@]12CCCCC=C1N(Cc1ccc3c(c1)OCO3)C(=O)[C@H](CC(=O)N1CCCC1)C2
-2 | Cc1c(C(=O)NCc2ccc3c(c2)OCO3)sc(=O)n1Cc1ccc(S(C)(=O)=O)cc1
-4 | O=C1NC(Cc2ccccc2)c2nc3cc(F)c(F)cc3c(=O)n2-c2ncccc21 (centres undefined)
-6 | O=C(Nc1nnc([C@H]2C[C@H](O)[C@@H](CO)O2)s1)c1ccc(Oc2ccccc2)cc1
0 | Cc1cccnc1C1=NOC(Cc2ccccc2)C(=O)N1Cc1ccccc1F (centres undefined)
-3 | CCOC(=O)[C@]12CCCC=C1N(Cc1ccc3c(c1)OCO3)C(=O)[C@H](CC(=O)NCCC(C)C)C2

Some of these compounds in order of the GalR3 antag value, highest first.
GalR3 antag | structure
-3 | CCOC(=O)[C@]12CCC=C1N(Cc1ccc3c(c1)OCO3)C(=O)[C@H](CC(=O)NCCCCc1ccccc1)C2
-5 | Cc1cnc(CNC(=O)c2csc(COCCO)n2)cn1
-6 | O=C(Nc1nnc([C@H]2C[C@H](O)[C@@H](CO)O2)s1)c1ccc(Oc2ccccc2)cc1

Other compounds
GalR3 antag | structure
-3 | COc1cccc(NC(=O)CN(C)C(=O)CNC(=O)c2ccc(C)s2)c1
-6 | C=CCNC(=O)c1cc(-c2ccccc2)sc1N
-5 | O=C(NCc1ccccc1)c1cccc(NC(=O)C2CCCC2)c1
-9 | O=C1[C@H](Cc2ccccc2)NCC=CC[C@H](c2ccc(Cl)cc2)N1Cc1ccc(Cl)cc1
0 | Cc1ccc(S(=O)(=O)N2CCN(C(=O)c3cc(S(=O)(=O)N4CCOCC4)ccc3F)CC2)cc1
-3 | COC(=O)C1=C(C)N(Cc2ccc(C(F)(F)F)cc2)C(=NCc2ccc3c(c2)OCO3)NC1c1cccc(Cl)c1 (centres undefined)
-2 | COc1ccc(S(=O)(=O)Nc2ccc3c(c2)C(=O)N([C@H](C)CO)C[C@H](C)[C@@H](CN(C)C(=O)Nc2ccc(C(F)(F)F)cc2)OCCCC[C@H](C)O3)cc1
-3 | CCOC(=O)C(=C1Nc2ccccc2N1)n1c(-c2cnccn2)nc2ccccc21
-9 | CCOC(=O)C1Oc2ccccc2C(c2ccc(OC)cc2)=C1C(=O)OC (centres undefined)
-7 | NC(Cc1ccc(F)cc1)c1csc(Nc2ccc(S(N)(=O)=O)cc2)n1 (centres undefined)
6 | COc1cccc(-c2cnc3c(NC(C)=O)cc(-c4ccc(OC)c(OC)c4)cn23)c1
-3 | CC(=O)Nc1cccc(-c2cc(NC(C)=O)c3ncc(-c4ccc(C(C)=O)cc4)n3c2)c1
-6 | O=C(NCCCN1CCOCC1)c1ccccc1N1C(=O)[C@@H]2Cc3c([nH]c4ccccc34)C(c3ccccc3)N2C1=O (some centres undefined)
0 | CC(C)(C)c1ccc(C(O)c2ncc(-c3ccccc3F)[nH]2)cc1 (centres undefined)
-7 | COc1ccc(NC(=O)c2ccc3c(c2)S(=O)(=O)N=C2CCCCCN23)cc1S(N)(=O)=O
-1 | OC[C@@H]1CN(Cc2ccco2)C[C@H](n2cnc3c(NC4CCCC4)ncnc32)O1
-7 | CC1(C(=O)NS(=O)(=O)c2cccc(OC(F)F)c2)CCN1C(=O)Cc1ccccc1 (centres undefined)
-4 | Nc1ccccc1C(=O)C[C@H](N)C(=O)O
-7 | CSCCC(C(=O)Nc1c(C)cccc1C)N(C)CCc1ccccc1 (centres undefined)
-7 | COc1ccc(N=C2SCC(=O)N2C)cc1
-2 | CCCCN([C@H](CO)C(C)C)S(=O)(=O)c1ccccc1Br
-8 | N#Cc1ccc(C(C(=O)NC2CCCCC2)n2c(=O)c(-c3ccco3)nc3ccccc32)cc1 (centres undefined)
-2 | CC1(C(=O)NS(=O)(=O)c2cccc(C#N)c2)CCN1C(=O)C1CCCCC1 (centres undefined)
-4 | COC(=O)c1c(NC(=O)C2COc3ccccc3O2)sc2c1CCN(C(=O)OC)C2 (centres undefined)
